# Bioassay records (PubChem)
# EPAC1 ag – activates human EPAC1 exchange factor | EPAC1 agonist qHTS, biochemical assay; response scale: 100% = response to 6.5 mM cAMP | 0.073% of 360,000 active | O95398 | Potency, µM (titrated, usually from 154 µM), for inactives: top-dose activation, actives largely listed as activators | AID 720707; note: potency is the fitted concentration of half-maximal effect; nearly all actives have a fitted effect of over 60% in size
#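 EPAC1 100 nM, Rap1B–BODIPY-GDP 250 nM, unlabeled GDP 50 uM; compound titration; 5 min RT; kinetic read ex480/em540 at 5-min intervals ×30 min; data normalized to 6.5 mM cAMP agonist control.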
# PTHR1 agonist – PTHR1 (human) receptor agonism; Q03431; HEK293 GP2 PTHR1 cells, GloSensor cAMP luminescence, 1 h; Potency, µM (top dose mostly 115 µM), inactives show top-dose activation, actives largely listed as activators; 0.075% of 410,000 active; note: potency is the fitted concentration of half-maximal effect; nearly all actives have a fitted effect of over 55% in size; some results filed as inactive show a strong effect at the top dose; inactives centre near -15; many of its hits are not listed in these tables
#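 HEK-293-derived GP2 cells expressing PTHR1 and a GloSensor cAMP reporter, 3,000/well, plated overnight, given luciferin plus IBMX (each 0.5 mM as added) for 1 h at 37 °C, then compound for 1 h at 37 °C. Luminescence was read after 15 min at room temperature.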
# PI5P4K alpha inh – blocks human PI5P4K alpha kinase activity; PI5P4Kalpha enzyme, ADP-Glo luminescence, 60 min; hits give low values; max response, %; 1.2% of 330,000 active; AID 652105; active = max response of -50% or lower; inconclusive = between -30% and -50%; inactive = -30% or higher; note: value at the top dose of about 77 µM; % is set by controls: 0 for no effect and ±100 for the full control effect
# Target sequence (P48426 whole entry, looked up): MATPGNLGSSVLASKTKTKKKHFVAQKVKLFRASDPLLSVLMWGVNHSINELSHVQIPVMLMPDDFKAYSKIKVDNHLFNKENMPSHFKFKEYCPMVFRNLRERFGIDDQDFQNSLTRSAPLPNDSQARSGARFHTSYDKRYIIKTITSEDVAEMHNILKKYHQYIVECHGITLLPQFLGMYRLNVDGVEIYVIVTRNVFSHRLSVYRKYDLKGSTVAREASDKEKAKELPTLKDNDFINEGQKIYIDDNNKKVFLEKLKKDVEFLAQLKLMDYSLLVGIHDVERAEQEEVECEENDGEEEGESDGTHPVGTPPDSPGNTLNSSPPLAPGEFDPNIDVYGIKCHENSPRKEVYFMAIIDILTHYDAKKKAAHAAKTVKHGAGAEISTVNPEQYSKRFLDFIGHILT
#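 Luminescence from ADP-Glo served as readout of PI5P4Kalpha activity in a qHTS format. Reaction: enzyme, substrate, compound, ATP at 5 microM final, 60 min at RT.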
# EPAC1 antagonist – blocks human EPAC1 exchange factor | O95398 | EPAC1 GEF assay, Rap1b-BODIPY-GDP exchange fluorescence | Potency, µM (titrated, usually from 115 µM), inactives show at the top dose activity change, negative = inhibition, actives largely listed as inhibitors | 0.14% of 360,000 active;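 note: potency is the fitted concentration of half-maximal effect; plate controls were vehicle for no effect and positive control for full effect; nearly all actives have a fitted effect of over 50% in size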
# PLK1 PBD inh – inhibitors of human PLK1 polo-box domain binding. Potency, µM, for inactives: max response, negative = inhibition, hits mostly inhibitors. AID 720504. Plk1 PBD binding of FITC phosphopeptide, fluorescence polarization. 2.8% of 360,000 active. P53350; note: potency is the fitted concentration of half-maximal effect; series mostly up to about 57 µM; % is set by controls: 0 for no effect and ±100 for the full control effect; nearly all actives have a fitted effect of over 65% in size
# GLP1R cytotox – cytotoxicity counter-screen for GLP-1 receptor inverse agonists | Potency, µM (series often up to 38.3 µM), without a hit: at the top dose activity change, negative = inhibition, actives largely listed as inhibitors | AID 624418 | HEK293 cAMP-luciferase reporter cells, luminescence, 24 h | 0.13% of 410,000 active;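 note: loss of luciferase light is scored as toxicity; potency is the fitted concentration of half-maximal effect; % is set by controls: 0 for no effect and ±100 for the full control effect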
#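 Step one: seed cells (200 cells/uL, DMEM with 10% Nu serum, 1% pen-strep). Step two: 12-hour incubation at 37 deg C. Step three: pin 23 nL compound, incubate 24 hr. Step four: add luciferase reagent, read luminescence 12 min later.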
# GLP-1R agonist – GLP-1 receptor (human) agonism. P43220. HEK293 GLP-1R CRE-luciferase, luminescence, 4-6 h; cells express a hypersensitive GLP-1R form. Potency, µM (doses to about 45.6 µM), without a hit: at the top dose activation, most hits filed as activators. 0.007% of 380,000 active. AID 624172; note: potency is the fitted concentration of half-maximal effect; % of control where 0% means no effect
# Target sequence (P43220 whole entry, looked up): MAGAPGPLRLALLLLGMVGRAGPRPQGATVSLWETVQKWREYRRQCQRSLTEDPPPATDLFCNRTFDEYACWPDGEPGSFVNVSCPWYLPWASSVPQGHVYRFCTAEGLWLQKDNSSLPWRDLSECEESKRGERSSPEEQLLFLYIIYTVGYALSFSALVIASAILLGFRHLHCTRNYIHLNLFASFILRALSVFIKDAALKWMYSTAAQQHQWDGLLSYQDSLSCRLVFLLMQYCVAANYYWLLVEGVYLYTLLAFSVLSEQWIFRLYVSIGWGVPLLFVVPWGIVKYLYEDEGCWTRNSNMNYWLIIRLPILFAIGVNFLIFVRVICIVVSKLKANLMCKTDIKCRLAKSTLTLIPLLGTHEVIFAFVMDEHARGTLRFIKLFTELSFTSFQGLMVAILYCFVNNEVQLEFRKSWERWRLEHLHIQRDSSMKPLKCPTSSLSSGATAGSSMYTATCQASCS
# GLP-1R inv ag – GLP-1 receptor (human) inverse agonism. HEK293 GLP-1R CRE-luciferase, luminescence, 24 h; GLP-1R form is constitutively active. Potency, µM (doses to about 38.3 µM), inactives show top-dose activity change, negative = inhibition, actives largely listed as inhibitors. 1.6% of 410,000 active. AID 624417; note: potency is the fitted concentration of half-maximal effect; % is set by controls: 0 for no effect and ±100 for the full control effect; nearly all actives have a fitted effect of over 55% in size
#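 Inverse agonists were sought by their lowering of basal cAMP reporter luciferase output in HEK293 cells stably carrying constitutively active human GLP-1R, after 24 h compound treatment.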
# IL-2 act – IL-2 activation. IL-2 activation reporter assay, cell-based qHTS; stimulated with anti-CD3/CD4/CD28 beads; in transgenic mouse T cells. activation, % (series mostly up to about 46 µM). 0.065% of 360,000 active. AID 652025; in the data active = activation above about 50%; inconclusive = mostly about 30% to 49%; note: 0% is about no effect
#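 First, unstimulated transgenic mouse T cells were exposed to compound for 60 min. Next, anti-CD3/anti-CD4-coated beads with anti-CD28 were added. Finally, after 18 h at 37 degrees C, EGFP and DsRed were imaged.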
# * hit, by the source's call; i = inactive; ? = inconclusive; nt = not tested or not shown; [ ] = another dose, or the depositor's remark. Unless noted, calls come from the whole dose curve; as a rule, active = well fitted curve in the direction sought with a large enough effect; inconclusive = small, poorly fitted or top-dose-only effect, or another doubt; inactive = no such curve, though single readings can be large; an effect the other way counts as inactive or inconclusive. This is a subset; the hit share may differ from the screen's.
molecule,EPAC1 ag,PTHR1 agonist,PI5P4K alpha inh,EPAC1 antagonist,PLK1 PBD inh,GLP1R cytotox,GLP-1R agonist,GLP-1R inv ag,IL-2 act
COc1ccc([C@H]2/C=C\CN(Cc3ccc(N(C)C)cc3)[C@@H](C)C(=O)N2Cc2ccc(F)cc2)cc1,-1%,-12%,12,3%,-14%,10%,8%,?,-0.7
COc1ccc(CCNC(=O)c2ccc(CNc3nc(=S)[nH]c4ccccc34)cc2)cc1OC,10%,-60%[inhibitor],5,-8%,-24%,-1%,11%,-14%,-0.4
CCOC(=O)c1ccc(NC(=O)c2nc(SC)ncc2Cl)cc1,5%,-13%,-5,-6%,-14%,-4%,7%,-28%,-0.7
COc1ccc(C(=O)NCC(C)(C)CNC(=O)c2ccc(OC)cc2)cc1,-4%,-8%,4,4%,-3%,5%,15%,15%,-1.7
Cc1nnc(NC(=O)CSc2ccc([N+](=O)[O-])cn2)s1,-5%,i,-2,-13%,3%,-11%,1%,8%,0.3
COc1ccc(NC(=O)CSc2nncs2)cc1OC,7%,i,-4,-5%,-12%,2%,0%,13%,-4.2
CC1(C)Cc2c(sc(NC(=O)c3ccc4c(c3)OCCO4)c2C(N)=O)C(C)(C)N1,-10%,-4%,8,-29%,-9%,1%,22%,-7%,-0.5
CC(=NNC(=S)N1CC2CCC(CC2)C1)c1ccncn1,-6%,i,-6,?,-12%,?,1%,?,-0.7
COc1ccc2c(c1)c1c(c(=O)n(-c3cccc(C)c3)c(=O)n1CC(=O)NCc1ccc(C)cc1)n2C,nt,i,nt,nt,nt,3%,9%,7%,nt
Cc1nc(-c2ccccc2)sc1-c1nc(-c2ccncc2)ncc1S(=O)(=O)c1ccccc1,1%,-32%[inhibitor],-3,-1%,2%,0%,2%,12%,-0.6
CCN(CC)C(=O)C1=C(C)N(CCC2=CCCCC2)C(=O)C(CC(=O)NCCN2CCOCC2)C1 (stereo not given),4%,-18%,-2,10%,-2%,1%,6%,-4%,-1.6
O=C(Cn1cc(F)c(=O)[nH]c1=O)NCCO,11%,14%,3,-18%,5.3µM*,1%,2%,15%,-0.2
CC(NC(=O)Cn1cnnn1)c1cccc(C(F)(F)F)c1 (stereo not given),3%,i,0,14%,-10%,-6%,6%,2%,-0.4
CCN(CC)C(=O)C1CCCN(c2ccccc2[N+](=O)[O-])C1 (stereo not given),3%,i,0,-10%,-5%,0%,8%,13%,-0.5
CC(=O)Nc1ccc(S(=O)(=O)NCCC(=O)OCc2nc(N)nc(Nc3ccccc3C)n2)cc1,2%,-28%,-6,11%,-1%,15%,10%,38%,-1.7
O=C(NCC1CCCO1)C1CCN(S(=O)(=O)N2CCCC2)CC1 (stereo not given),-4%,i,nt,12%,0%,-11%,-1%,21%,4.0
COc1ccc(S(=O)(=O)N2N=C(C)Oc3ccccc3C2=O)cc1,-7%,0%[57.5 µM],6,14%,-2%,?,-1%,?,-1.7
CCCCn1c(N)c(N(CCOC)C(=O)c2cccc(S(=O)(=O)N(C)c3ccc(C)cc3)c2)c(=O)[nH]c1=O,?,i,2,-12%,-2%,-6%,-5%,-2%,-0.4
COc1cc(OC)cc(C(=O)Nc2ccc3c(c2)n(C)c(=O)n3C)c1,18%,-4%,3,7%,6%,-7%,17%,22%,-0.6
CCOc1cc(NC(=S)NCCCN2CCOCC2)c(OCC)cc1NC(=O)c1ccccc1C,2%,i,1,-2%,-1%,-2%,5%,-12%,1.8
CC(=O)c1cc2c(cc1NC(=O)CSc1nc3ccccc3o1)OCO2,-11%,-4%[57.5 µM],0,-1%,-5%,-1%,1%,21%,0.5
O=C(COC(=O)c1ccc(Cl)c(S(=O)(=O)N2CCOCC2)c1)NCc1ccco1,6%,-17%,-13,-11%,-5%,6%,6%,23%,-4.6
CC(C)(C)OC(=O)C[C@H]1C/C=C\C[C@H](CC(=O)N(CCO)Cc2ccccc2)C(=O)N2CCC[C@H]2COC1=O,-8%,i,0,-3%,-7%,5%,4%,16%,0.0
CCOc1cccc(NC(=O)c2ccc(S(=O)(=O)N3CCCC3)cc2)c1,1%,-31%[inhibitor],-1,-11%,-18%,-4%,-2%,?,-3.7

# Going on with the list:
# Each structure is followed by: EPAC1 ag	PTHR1 agonist	PI5P4K alpha inh	EPAC1 antagonist	PLK1 PBD inh	GLP1R cytotox	GLP-1R agonist	GLP-1R inv ag	IL-2 act
- Cc1nn(C)cc1S(=O)(=O)Nc1ncccn1
→ 7%	-40%[inhibitor]	5	-8%	4%	-6%	-2%	-15%	0.5
- O=C(CSc1nc2ccsc2c(=O)n1NC(=O)c1ccccc1)Nc1nccs1
→ 8%	-12%	nt	?	-8%	-12%	5%	2%	-2.0
- Cc1ccc(NC(=O)CSc2nnc(/N=C/N(C)C)s2)cc1
→ -1%	i	-3	-11%	?	-1%	-1%	2%	3.4
- COc1cc(CC(=O)Nc2cc(S(=O)(=O)N3CCOCC3)ccc2N2CCCC2)cc(OC)c1OC
→ -1%	?	0	-13%	-8%	8%	-1%	35%[activator]	-2.4
- O=S(=O)(NCCSCc1ccc(Cl)cc1Cl)c1ccc2c(c1)OCCO2
→ 13%	-33%[inhibitor]	-6	5%	?	-21%	7%	?	-0.2
- O=C(CCc1nc2ccccc2c(=O)[nH]1)N1CCN(S(=O)(=O)c2cccc([N+](=O)[O-])c2)CC1
→ 17%	-13%	-4	-3%	-15%	10%	7%	-20%	0.0
- COc1ccc2c(c1)c(C(=O)O)c(C)n2CCc1ccc(OC)c(OC)c1
→ 1%	i	1	2%	2%	-1%	8%	41%	-2.2
- O=c1c(Cl)c(N2CCN(c3ccc(F)cc3)CC2)cnn1C12CC3CC(CC(C3)C1)C2
→ -3%	-34%[inhibitor]	8	-1%	5%	-24%	1%	?	-2.5
- COc1ccccc1C(=O)OCc1c(F)cccc1Cl
→ -1%	i	-4	-4%	5%	0%	12%	?	-0.1
- Cn1c(=O)c2c(ncn2Cc2ccccc2)n(C)c1=O
→ 4%	-24%	-20	6%	27µM*	1%	11%	0%	1.9
- O=C(Nc1cccc(Cl)c1Cl)c1ccco1
→ 11%	i	6	0%	1%	0%	17%	41%[activator]	-1.3
- O=CNc1cc(-c2cccc(F)c2)cn2c(-c3ccc(F)c(Cl)c3)cnc12
→ -6%	i	-18	-11%	-18%	0%	4%	7%	-0.8
- c1ccc(C2=Nc3ccccc3OC2)cc1
→ -4%	i	-3	?	-12%	2%	-8%	0%	-3.9
- O=C(NC1CCCC1)c1cc(Cl)ccc1[N+](=O)[O-]
→ 4%	-23%	4	-10%	-8%	-24%	-2%	0%	0.7
- CCOC(=O)CN(C(=O)CSc1nnc(CNc2ccc(C)cc2C)n1CC)c1ccccc1
→ -3%	i	-1	11%	2%	-11%	9%	?	-2.1
- CCCCN(C)CCCN1C(=O)C2C(C(=O)Nc3cccc(OC)c3)C3C=CC2(O3)C1C(=O)NC1CCCCC1C (stereo not given)
→ 3%	i	-3	9%	-9%	-27%	13%	?	-1.3
- NC(=O)c1ccc(NC(=O)COC(=O)/C=C/c2ccc3c(c2)OCO3)cc1
→ 13%	-6%	-7	-6%	27µM*	4%	-3%	1%	-2.7
- CCn1cc(C2=NCCO2)c2ccccc21
→ 1%	-15%	-2	-1%	-5%	0%	0%	?	-2.2
- CC(=O)Nc1ccc(NC(=O)C(C)OC(=O)c2ccccc2Sc2ccccc2C#N)cc1 (stereo not given)
→ -8%	-5%	5	2%	1%	-7%	12%	30%	-1.9
- Nc1ccnn1Cc1cccs1
→ 2%	i	8	-1%	-12%	-5%	-7%	28%	-1.1
- CNC(=O)c1cc(S(=O)(=O)Nc2ccc3c(c2)OCO3)ccc1C
→ 1%	-12%	1	16%	8%	0%	1%	14%	0.8
- C/C=C/c1ccc(OCC(=O)OCC(=O)Nc2c(C)nn(-c3ccccc3)c2C)c(OC)c1
→ 1%	-4%	7	9%	-10%	-1%	-14%	3%	-1.2
- COc1cc(C(=S)N2CCOCC2)ccc1OC(=O)c1ccc(Br)cc1
→ 0%	-47%[inhibitor]	4	-21%	-10%	-29%	0%	7%	0.1
- O=C(C1CCN(c2nc(-c3ccccc3)nc3c2CCC3)CC1)N1CCCC1
→ 2%	-2%	4	-5%	-7%	-9%	11%	?	-0.6
- COC(CNC(=O)C(=O)Nc1ccc2c(c1)N(S(=O)(=O)c1cccs1)CCC2)OC
→ 3%	-23%	7	-15%	-1%	-16%	2%	-20%	-0.8

# 4 entries from above in a different format:
mol: Cc1nc(-c2ccccc2)sc1-c1nc(-c2ccncc2)ncc1S(=O)(=O)c1ccccc1
  EPAC1 ag: 1% | PTHR1 agonist: -32%[inhibitor] | PI5P4K alpha inh: -3 | EPAC1 antagonist: -1% | PLK1 PBD inh: 2% | GLP1R cytotox: 0% | GLP-1R agonist: 2% | GLP-1R inv ag: 12% | IL-2 act: -0.6

mol: CCN(CC)C(=O)C1=C(C)N(CCC2=CCCCC2)C(=O)C(CC(=O)NCCN2CCOCC2)C1 (stereo not given)
  EPAC1 ag: 4% | PTHR1 agonist: -18% | PI5P4K alpha inh: -2 | EPAC1 antagonist: 10% | PLK1 PBD inh: -2% | GLP1R cytotox: 1% | GLP-1R agonist: 6% | GLP-1R inv ag: -4% | IL-2 act: -1.6

mol: O=C(Cn1cc(F)c(=O)[nH]c1=O)NCCO
  EPAC1 ag: 11% | PTHR1 agonist: 14% | PI5P4K alpha inh: 3 | EPAC1 antagonist: -18% | PLK1 PBD inh: 5.3µM* | GLP1R cytotox: 1% | GLP-1R agonist: 2% | GLP-1R inv ag: 15% | IL-2 act: -0.2

mol: CC(NC(=O)Cn1cnnn1)c1cccc(C(F)(F)F)c1 (stereo not given)
  EPAC1 ag: 3% | PTHR1 agonist: i | PI5P4K alpha inh: 0 | EPAC1 antagonist: 14% | PLK1 PBD inh: -10% | GLP1R cytotox: -6% | GLP-1R agonist: 6% | GLP-1R inv ag: 2% | IL-2 act: -0.4
